# Nrf2 activator: Nrf2 pathway activation; AREc32 ARE-luciferase reporter (MCF7-derived line), luminescence, 24 h; Potency, µM (titrated, usually from 46.1 µM), for inactives: at the top dose activation, most hits filed as activators; 0.31% of 410,000 active; AID 624171; further: % of control where 0% means no effect; nearly all actives have a fitted effect of over 65% in size
#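 Each well held 1000 AREc32 cells, which were incubated with compound for 24 hr at 37 deg C after overnight attachment, and ARE reporter activity was quantified by firefly luciferase luminescence.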
# S2 tox: cell viability loss in ATXN counter-screen; S2 cells (HEK-293 line with an ATXN2-luciferase reporter) viability, CellTiter-Fluor protease fluorescence, 24 h; Potency, µM (titrated, usually from 56.7 µM), hits mostly cytotoxic; 0.49% of 400,000 active; AID 651635; further: nearly all actives have a fitted effect of over 40% in size
# Nrf2 block: blocks Nrf2 signaling; 2.1% of 360,000 active; Potency, µM (series often up to 46 µM), for the others: at the top dose activity change, negative = inhibition, hits mostly inhibitors; A549 ARE-Fluc reporter, luciferase luminescence, 18-24 h; further: on the % scale 0 is the no-effect control and ±100 the full control effect; nearly all actives have a fitted effect of over 60% in size
#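 Reporter: ARE-Fluc in A549. Exposure: 18-24 h, 37 °C, 5% CO2, 5% FBS OPTI-MEM. Readouts: fluorescent cytotoxicity (CellTiter-Fluor), then luminescent Nrf2 signal after BugLite.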
# ATXN2 expr inh: ATXN2 expression inhibition | HEK-293 ATXN2-luciferase reporter, luminescence, 24 h | Potency, µM (series often up to 57 µM), for the others: at the top dose activity change, negative = inhibition, most hits filed as inhibitors | 0.72% of 360,000 active; further: on the % scale 0 is the no-effect control and ±100 the full control effect; nearly all actives have a fitted effect of over 55% in size
#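 qHTS (up to 57 uM final) was run with 24 h compound exposure of reporter cells at 37 °C. Each well was multiplexed: SteadyGlo luminescence measured ATXN2-luciferase expression after a fluorogenic Gly-Phe-AFC viability readout (25 uM final).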
# HepG2 tox: kills HepG2 cells in TGF-b inhibitor counter-screen; HepG2 CAGA-GFP viability, ATP luminescence, 18 h; Potency, µM (doses to about 46.1 µM), without a hit: at the highest dose activity change, negative = cytotoxicity, actives largely listed as cytotoxic; 0.76% of 410,000 active; AID 588856; further: some results filed as inactive show a strong effect at the top dose
#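 HepG2 CAGA-GFP cells (1000/well, DMEM with 1% FBS) received compound, then TGF-beta at 500 pg/mL final, and were incubated 18 hours at 37 degrees C. Viability was read by CellTiter-Glo luminescence. Media-only wells were set as complete cell-killing and DMSO as no toxicity.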
# A549 viability: A549 cytotoxicity, counter-screen for Nrf2 inhibitors | 0.16% of 390,000 active | Potency, µM (top dose mostly 46 µM), without a hit: top-dose activity change, negative = cytotoxicity, usual class: inhibitors | A549 ARE-Fluc cells, CellTiter-Fluor viability, 18-24 h | AID 504648; further: on the % scale 0 is the no-effect control and ±100 the full control effect
#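 Cytotoxicity counterscreen: CellTiter-Fluor fluorescence was measured in A549 ARE_Fluc cells after 18-24 h of compound exposure in a concentration series. The subsequent BugLite luminescent read reports ARE-luciferase activity.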
# EPAC2 antagonist: EPAC2 (human) antagonism. EPAC2 GEF exchange of Rap1B-BODIPY-GDP, fluorescence. Potency, µM (titrated, usually from 114 µM), for the others: top-dose activity, negative = inhibition, hits mostly inhibitors. 0.18% of 360,000 active; further: on the % scale 0 is the no-effect control and ±100 the full control effect; nearly all actives have a fitted effect of over 45% in size; many of its hits are not listed in these tables
# Target sequence (Q8WZA2 whole entry, looked up): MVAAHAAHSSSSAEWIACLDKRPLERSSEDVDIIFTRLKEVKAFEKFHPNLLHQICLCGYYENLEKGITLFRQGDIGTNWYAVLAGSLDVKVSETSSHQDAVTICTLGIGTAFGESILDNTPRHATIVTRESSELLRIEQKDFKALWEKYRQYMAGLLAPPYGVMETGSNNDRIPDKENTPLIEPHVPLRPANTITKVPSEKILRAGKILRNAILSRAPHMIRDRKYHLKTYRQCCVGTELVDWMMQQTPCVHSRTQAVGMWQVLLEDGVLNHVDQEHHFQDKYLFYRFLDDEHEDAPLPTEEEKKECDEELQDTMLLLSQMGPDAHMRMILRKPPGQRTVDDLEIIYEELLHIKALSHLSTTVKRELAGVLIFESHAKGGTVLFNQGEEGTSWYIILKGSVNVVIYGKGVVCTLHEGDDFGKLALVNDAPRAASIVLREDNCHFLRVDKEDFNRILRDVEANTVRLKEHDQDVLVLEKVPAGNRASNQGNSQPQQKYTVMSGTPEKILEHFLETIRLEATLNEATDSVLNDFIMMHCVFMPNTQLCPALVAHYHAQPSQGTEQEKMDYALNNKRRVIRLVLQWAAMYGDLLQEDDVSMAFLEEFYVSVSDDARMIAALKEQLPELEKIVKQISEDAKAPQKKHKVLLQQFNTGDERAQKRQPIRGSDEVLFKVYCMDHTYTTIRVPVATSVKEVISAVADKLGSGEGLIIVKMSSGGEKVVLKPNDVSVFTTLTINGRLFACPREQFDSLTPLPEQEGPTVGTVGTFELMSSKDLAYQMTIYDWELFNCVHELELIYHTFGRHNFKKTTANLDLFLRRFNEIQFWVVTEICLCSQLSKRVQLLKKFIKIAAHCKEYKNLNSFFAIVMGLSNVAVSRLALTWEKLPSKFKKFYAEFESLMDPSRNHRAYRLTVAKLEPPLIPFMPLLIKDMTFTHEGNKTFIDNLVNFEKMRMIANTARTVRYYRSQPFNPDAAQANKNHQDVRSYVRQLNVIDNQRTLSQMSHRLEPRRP
# TGFb SMAD3 inh: TGF-b pathway inhibition; HepG2 CAGA-GFP TGF-b/SMAD3 reporter, GFP fluorescence, 18 h; TGF-beta stimulated, 500 pg/mL final; Potency, µM (series often up to 46.1 µM), for the others: top-dose activity, negative = inhibition, hits mostly inhibitors; 1.2% of 410,000 active; further: on the % scale 0 is the no-effect control and ±100 the full control effect; nearly all actives have a fitted effect of over 65% in size
#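 Per well, imaged GFP fluorescence of HEPG2 CAGA-GFP cells gives the signal; cells get compound, then TGF-beta (500 pg/mL final), 18 h at 37 degrees C; %Activity versus -TGF-beta and +DMSO controls.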
# MCF10A rereplic: induces DNA re-replication in MCF 10a normal breast cells | AID 624296 | MCF 10A DNA re-replication, Hoechst nuclear intensity, 48 h | Potency, µM (titrated, usually from 46.1 µM), for the others: at the highest dose activity, positive = re-replication, actives largely listed as activators | 2.9% of 350,000 active; further: % of control where 0% means no effect; nearly all actives have a fitted effect of over 50% in size
# Active calls of the source: *; i = inactive; ? = inconclusive; / = no result given; & = joins results of further samples; [ ] = dose if it differs, or a comment. The call rests on the fitted dose curve; in most records, active means well fitted curve in the direction sought with a large enough effect; inconclusive means small, poorly fitted or top-dose-only effect, or another doubt; inactive means no such curve, though single readings can be large; an effect the other way counts as inactive or inconclusive. Potency means the concentration at half of the fitted maximal effect.
SMILES,Nrf2 activator,S2 tox,Nrf2 block,ATXN2 expr inh,HepG2 tox,A549 viability,EPAC2 antagonist,TGFb SMAD3 inh,MCF10A rereplic
COc1ccccc1C(=O)NCC(=O)OCC(=O)NNC(=O)c1ccc(Br)cc1,-0.7%,i,-9%,2%,2%,6%,8%,-12%,-2%
CN1CCN(c2nc3ccccc3nc2C(C#N)S(=O)(=O)c2ccccc2)CC1 (centres undefined),0.0%,i,?,/,-42%,-10%,-5%,7.9µM*,28%
CCOc1ccc(S(=O)(=O)c2cn(CC)c3ccc(F)cc3c2=O)cc1,0.8%,i,-6%,-3%,-9%,5%,/,9%,/
COc1ccccc1CCC(=O)Nc1cccc(S(=O)(=O)N2CCCCCC2)c1,1.4%,i,?,-5%,-31%,-12%,-6%,?,?
Cc1cccc(OCC(=O)N2CCOCC2)c1,-0.4%,i,22%,6%,-7%,4%,18%,7%,1%
COc1cc(CNC(=O)Nc2nc(C(N)Cc3ccc(Cl)cc3)cs2)cc(OC)c1OC (centres undefined),-2.7%,25µM*,/,?,18µM*,/,-6%,?,/
CC(C)C1(CCNC(=O)c2cccs2)CCOC(C)(C)C1 (centres undefined),0.8%,i,-10%,-13%,0%,1%,1%,-1%,0%
CCOC(=O)CN1C(=O)C(O)(CC(=O)c2cc(OC)ccc2OC)c2ccccc21 (centres undefined),-0.6%,i,3%,1%,0%,5%,/,1%,/
O=C(NC1CCCCC1)C(c1ccc(F)cc1)N(C(=O)c1csnn1)C1CCCC1 (centres undefined),0.0%,?,4%,-3%,-2%,-12%,-5%,2%,-4%
CCN(CC)CCCNC(=O)c1cc2nc3c(c(C(F)(F)F)n2n1)CCc1ccccc1-3,0.0%,i,?,11%[11.3 µM],6%,?,1%,9%,1%
CCCCC(=O)OCc1nc(N)nc(Nc2ccccc2C)n1,3.3%,i,11%,/,0%,1%,-8%,-5%,17%
O=C(CC1c2ccccc2Oc2ccccc21)N1CCN(c2ccccn2)CC1,0.0%,i,-11%,-13%,-20%,-2%,-6%,?,?
CC(C)(C)SCCNC(=O)CN(c1ccccc1)S(=O)(=O)c1ccc(F)cc1,-0.8%,i,23%,-17%[11.3 µM],12%,2%,-1%,-1%,-1%
CC1CCc2c(sc(NC(=O)c3ccc(-c4ccccc4[N+](=O)[O-])o3)c2C#N)C1 (centres undefined),0.9%,i,?,9%,-16%,-18%,-2%,0%,1%
CC(=O)Nc1ccc(NC(=O)CCSCCc2ccccn2)cc1,0.6%&0.2%,i,-5%,19%&4%,-27%&-1%,0%&0%,5%,1%&-1%,5%
CCC1=NN2C(=N)/C(=C/c3ccc(OS(=O)(=O)c4ccccc4)cc3)C(=O)N=C2S1,0.4%,i,4%,8%,0%,-4%,-22%,16%,6%
COc1ccc(C(NC(=O)C2C3C=CC(C3)C2C(=O)O)c2ccccc2)cc1 (centres undefined),0.1%,i,2%,-8%,5%,4%,13%,-8%,-7%
NC(=O)CSc1nc2ccc([N+](=O)[O-])cc2[nH]1,-0.5%,i,5%,-11%,3%,-2%,8%,1%,-1%
Cc1ccc(S(=O)(=O)N2CCCCC2)cc1NC(=O)CCc1nc2ccccc2c(=O)[nH]1,3.8%,?,-21%,-6%,-4%,-1%,14%,-19%,17%
COc1ccc(C(=O)/C=C/c2ccc(OC3CSC3)cc2)cc1OC,?,i,?,?,-2%,-5%,0%,?,?
O=C(NCC1CCCO1)c1ccccc1-c1nc(-c2ccc(F)cc2)no1 (centres undefined),3.2%,i,19%,2%,0%,-3%,-1%,7%,0%
CCOC(=O)[C@H]1[C@H]2COc3ccc(Br)cc3[C@@H]2N2C(=O)[C@H](C)NC(=O)[C@@]12C,4.2%,i,7%,2%,6%,-3%,-5%,-2%,-11%
CCOC(=O)c1c(COC(=O)c2ccco2)nc2ccccc2[n+]1[O-],4.6%,i,/,-8%,-1%,1%,6%,-10%,2%
CCCCCC(=O)N1C[C@@H](n2cc(-c3ccc(F)cc3)nn2)[C@H](O)C[C@@H]1c1ccc(C)cc1,0.7%,16µM*,/,?,-29%,/,2%,?,/
Cc1ccc(N2C(=O)C3ON(c4ccccc4)C(CC(C)C)C3C2=O)cc1 (centres undefined),2.5%,?,?,-18%,-28%,3%,0%,-5%,0%
CCc1noc(C)c1C(=O)Nc1cc(C(F)(F)F)ccc1-n1cncn1,-0.8%,i,10%,-6%,1%,5%,20%,20%,9%
Cc1ccc(C(=O)Nc2ccc(Nc3ccccc3)cc2)c(Cl)c1,-1.5%,?,-16%,-23%,-11%,2%,0%,19%,?
CC1(C)C(=O)Nc2ccccc2N1C(=O)COC(=O)CNS(=O)(=O)c1ccc(Br)cc1Cl,0.1%,i,1%,/,-14%,12%,-1%,-2%,-6%
CN(CC(=O)Nc1ccccc1)CC(=O)Nc1ccc(F)cc1,0.0%,i,-5%,5%,8%,-2%,7%,-4%,-1%
NC(=O)C1CCN(C(=O)CNC(=O)c2ccc(Br)o2)CC1,-0.6%,i,-1%,7%,-3%,-6%,9%,-2%,-1%
O=C1C=C(Nc2ccccc2O)c2ccccc2C1=O,-3.0%,?,?,14µM*,2.5µM*,?,-1%,1.8µM*,?
N#CCSc1nc(-c2ccccc2)nc2ccccc12,0.4%[9.22 µM],i,-29%,-4%,-25%,1%,4%,1%,-9%
CN(C)CCNc1c2c(nc3nnnn13)CCCC2,0.4%,i,10%,-7%,1%,2%,-4%,1%,-23%
O=C(CCc1nnc(CCc2ccccc2)o1)NC(c1cccnc1)C(F)(F)F (centres undefined),-0.2%,i,?,6%,-10%,-1%,4%,4%,17%
COCCNC(=O)C1(C)Cc2c(-c3ccc4c(c3)OCO4)ccnc2O1 (centres undefined),-0.8%,?,/,-10%,2%,/,6%,2%,/
Cc1ccc(N(Cc2cc3ccccc3[nH]c2=O)C(=O)c2cccc(Cl)c2)cc1,3.8%,?,-3%,1%,-31%,2%,/,-18%,/
CCn1c(=O)c2ccccc2n(Cc2cccc([N+](=O)[O-])c2)c1=O,-0.6%,i,-12%,11%,-2%,1%,-20%,0%,6%
CC1CCc2c(sc(/N=C/c3ccco3)c2C(N)=O)C1 (centres undefined),3.5%,i,10%,61%[activator],-68%,2%,15%,0%,-5%
O=C1C(=O)N2C(=C1C(=O)N1CCCCCC1)c1ccccc1CC21CCCC1,-0.2%,i,5%,0%,13%,4%,8%,-3%,16%
Brc1ccc(OCCn2ccnc2)cc1,0.5%,i,?,-19%,-2%,-3%,5%,-8%,-10%
CCOc1ccccc1NC(=O)c1nn(-c2ccc(OC)cc2)c(=O)c2c1c1ccccc1n2C,0.5%,i,17%,14%,1%,8%,/,9%,/
N#Cc1ncccc1CCc1cccc(Cl)c1,-0.1%,i,22%,18%,13%,-11%,-10%,-9%,3%
Cc1[nH][nH]c(=O)c1C(c1ccc(-c2cccc(Cl)c2)o1)c1c(C)[nH][nH]c1=O,?,i,-11%,-22%,-6%,-2%,?,0%,18µM*
COc1cc2c(cc1OC)C1(CCCC1)CNC2c1ccc([N+](=O)[O-])cc1 (centres undefined),0.1%,i,16%,4%,-5%,-16%,-4%,0%,-33%[inhibitor]
Cc1cc(/C=C(/C#N)C(=O)Nc2ccccc2)c(C)n1-c1cccnc1,4.8%,i,14%,40%[activator],-4%,-8%,-7%,0%,22%
CCCCC12CN3CC(C)(CN(C1)C3c1ccc(OCc3ccccc3)cc1)C2=O (centres undefined),-0.8%,i,-8%,14%,-1%,19%,/,-6%,/
CC(OC(=O)CCN1C(=O)C2CC=CCC2C1=O)C(=O)c1ccc(F)cc1 (centres undefined),0.1%,i,-4%,-8%,-1%,4%,16%,3%,6%
CCOc1ccc(C(=O)NCCc2ccccc2)cc1,-2.7%,i,?,?,-42%,-1%,-4%,10%,-2%
CCOC(=O)c1[nH]c(C)c(C(=O)OCC(=O)N(C)C2CCS(=O)(=O)C2)c1C (centres undefined),3.0%,i,11%,-6%,-6%,1%,3%,-9%,-8%
CCOc1ccc(NC(=O)c2ccccc2CO)cc1,0.1%,i,18%,44%[activator],-1%,-4%,5%,-3%,-1%
# The list continues.
SMILES,Nrf2 activator,S2 tox,Nrf2 block,ATXN2 expr inh,HepG2 tox,A549 viability,EPAC2 antagonist,TGFb SMAD3 inh,MCF10A rereplic
O=C(CCS(=O)(=O)c1ccc(F)cc1)Nc1nc(-c2ccncc2)cs1,16µM*,/,-6%,/,-42%,-4%,7%,?,18µM*
COc1cccc(-c2nc(CS(=O)(=O)CC(=O)Nc3cc(C)ccc3C)c(C)o2)c1,2.9%,i,-11%,?,-23%,-1%,10%,-14%,3%
CCCN(CC(=O)Nc1ccc(F)c(F)c1F)C(=O)Cc1ccc(OC)c(S(=O)(=O)N2CCOCC2)c1,-0.5%,/,-13%,/,-19%,5%,4%,7%,0%
CC1=NC(=O)C(N=Nc2cccc(C(=O)O)c2)N1c1ccccc1 (centres undefined),-0.9%,?,?,8.9µM*,-7%,-16%,-3%,-15%,-2%
O=C(/C=C/c1cccc(Cl)c1)Nn1c(-c2cccs2)nc2ccccc2c1=O,-0.8%,i,?,-9%[11.3 µM],12%,-1%,-11%,12%,?

# Not all compounds are listed (hit frequency here may not be typical).
